# Screens: PubChem, several laboratories
# LAP4-GFP MLPCN = modulators of LAP4-GFP expression in yeast, primary screen, S. cerevisiae, multiplex flow cytometry, MLPCN library | 3 h; median GFP as percent of DMSO wells | GFP response vs DMSO, % at 10 µM | actives 0.34% (n = 320,000);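 active means GFP response vs DMSO above a set limit, about the screen mean plus 3 SD, cut at about 150% in these data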
# Yeast superoxide = reduction of superoxide in aged yeast, primary screen, HTS | S. cerevisiae aged cells, superoxide DHE fluorescence; hits give low values | superoxide response (% of plate mean), % at 10 µM | actives 0.18% (n = 330,000) | AID 2690, 2010;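 active means superoxide response under a set limit, about three screen SD below normal, cut at about 65% in these data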;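 further: yeast aged for seven days with compound at 30 °C before DHE staining; 100% = average MFI of all compound-treated wells on the plate with controls excluded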
# procasp7 counter = procaspase-7 activators, primary screen, counter-screen for procaspase-3 activator project, biochemical, absorbance, HTS, human; recombinant procaspase-7, Ac-DEVD-pNA absorbance 405 nm; D23A/D198A/D206A triple mutant, cannot self-cleave; scale: DMSO 0, 5 µM enzyme 100; activation, % at 8.5 µM; actives 0.093% (n = 330,000); Caspase-7 (Homo sapiens), P55210;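 active means percent activation above the screen-wide mean plus 3 SD, cut at about 25% in these data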
#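 Replicates: singlicate. Assay system: Procaspase-7 triple mutant (PC-7 D3A). Signal: 405 nm absorbance of p-nitroaniline. Times: 1 h preincubation, 2 h reaction. Buffer or medium: Zinc-free HEPES pH 7.4 with 300 mM NaCl, 0.01% Triton X-100. Also added: DEVD-pNA substrate. Benchmarks: DMSO wells as 0%, DMSO with 5 µM added PC-7 as 100%.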
# MEP2-GFP yeast = modulators of MEP2-GFP levels in yeast, primary screen, S. cerevisiae, multiplex flow cytometry, MLPCN library; S. cerevisiae MEP2-GFP strain, 3 h; 100% = DMSO control level; GFP response vs DMSO, % at 10 µM; actives 0.51% (n = 330,000); AID 2016, 2009;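 active means GFP response versus DMSO above a set limit, roughly screen mean plus 3 SD, cut at about 180% in these data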;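 further: median GFP fluorescence of the barcode-gated MEP2-GFP cells per well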
# procasp3 activ = activators of human procaspase-3 D3A mutant, primary screen, biochemical, absorbance, PC-3 D3A mutant, single concentration; Caspase-3 (Homo sapiens), P42574; recombinant procaspase-3 D3A, Ac-DEVD-pNA absorbance 405 nm; activation, % at 8.5 µM; actives 0.11% (n = 330,000);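 active means activation above the mean of all tested compounds plus 3 SD, cut at about 21% in these data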;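 further: 0% = DMSO alone and 100% = DMSO wells spiked with extra 5 µM PC-3 D3A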
# Target sequence (P42574 whole entry D9A/D28A/D175A): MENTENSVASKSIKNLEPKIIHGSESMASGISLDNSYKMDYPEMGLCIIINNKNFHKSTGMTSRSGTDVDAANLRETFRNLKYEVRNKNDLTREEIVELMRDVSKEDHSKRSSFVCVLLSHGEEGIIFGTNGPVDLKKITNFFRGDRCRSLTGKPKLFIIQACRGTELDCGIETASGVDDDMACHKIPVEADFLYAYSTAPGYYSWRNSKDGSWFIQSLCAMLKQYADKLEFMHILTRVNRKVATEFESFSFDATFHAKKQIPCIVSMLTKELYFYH
#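 assay system = Procaspase-3 D3A mutant | signal = absorbance at 405 nm, 0 and 120 min | times = 1 h preincubation plus 2 h reaction at 25 °C | repeats = single replicate | read-out = % activation between DMSO and enzyme-spiked controls | medium = Zinc-free HEPES saline buffer with Triton X-100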
# RPL19A-GFP yeast = RPL19A-GFP expression modulators in yeast, primary screen, cell-based, S. cerevisiae, multiplex flow cytometry, MLPCN; S. cerevisiae RPL19A-GFP strain, 3 h; hits give low values; percent response vs DMSO, % at 10 µM; actives 0.3% (n = 330,000);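 active means percent response vs DMSO below 50%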;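 further: median channel GFP fluorescence of the barcoded RPL19A-GFP strain; ratio of sample median GFP to plate DMSO average so 100% = DMSO; lower means less RPL19A-GFP as with rapamycin TOR inhibition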
# GASC-1 inh = inhibitors of GASC-1 histone demethylase, primary screen, biochemical, fluorescence, DELFIA europium | actives 0.069% (n = 330,000) | GST-JMJD2C(1-420) H3K9me3 demethylation | Lysine-specific demethylase 4C (Homo sapiens), Q9H3R0 | inhibition, % at 2.35 µM;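 active means more than half of a compound's replicate wells show inhibition beyond 50%, single wells judged on their own value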;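 further: signal counts dimethyl H3K9 product captured on neutravidin plate; 0% = median of DMSO wells and 100% = 0.3 times that DMSO median; strong numbers were not always called active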
# AHR act = AHR activators, primary screen, cell-based, luminescence, luciferase reporter, human; AHR-responsive luciferase reporter cells; activation, % at 5 µM; Aryl hydrocarbon receptor (Homo sapiens), P35869; actives 2.5% (n = 320,000); in the data active means activation above about 47%;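 further: 0% = vehicle wells and 100% = reference agonist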
# Target sequence (P35869 whole entry, looked up): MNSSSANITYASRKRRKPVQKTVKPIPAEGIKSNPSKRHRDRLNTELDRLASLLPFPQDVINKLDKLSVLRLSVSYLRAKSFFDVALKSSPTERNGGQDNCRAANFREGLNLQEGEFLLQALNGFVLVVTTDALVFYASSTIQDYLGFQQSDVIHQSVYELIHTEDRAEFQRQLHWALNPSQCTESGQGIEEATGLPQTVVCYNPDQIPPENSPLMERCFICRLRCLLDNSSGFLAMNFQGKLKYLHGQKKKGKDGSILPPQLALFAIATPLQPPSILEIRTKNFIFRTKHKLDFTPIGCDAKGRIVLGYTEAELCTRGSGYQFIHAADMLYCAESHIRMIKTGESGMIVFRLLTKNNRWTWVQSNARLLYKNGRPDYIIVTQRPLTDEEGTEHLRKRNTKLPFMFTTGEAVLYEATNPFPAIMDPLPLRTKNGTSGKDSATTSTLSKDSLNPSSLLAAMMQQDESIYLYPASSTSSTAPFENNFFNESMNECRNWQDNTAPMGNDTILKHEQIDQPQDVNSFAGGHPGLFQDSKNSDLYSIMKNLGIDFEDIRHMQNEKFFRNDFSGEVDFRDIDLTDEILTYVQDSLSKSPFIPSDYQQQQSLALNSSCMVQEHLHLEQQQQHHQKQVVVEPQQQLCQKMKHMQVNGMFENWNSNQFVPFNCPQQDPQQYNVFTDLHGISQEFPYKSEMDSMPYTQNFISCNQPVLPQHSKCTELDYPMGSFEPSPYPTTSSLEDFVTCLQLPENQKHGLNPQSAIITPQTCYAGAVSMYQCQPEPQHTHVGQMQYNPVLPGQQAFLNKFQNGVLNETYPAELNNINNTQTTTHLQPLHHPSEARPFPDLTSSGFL
# An asterisk follows results filed as active; . = not tested or not shown; [ ] = dose if it differs, or a comment.
# The first 7 records, ahead of the listing:
SMILES,LAP4-GFP MLPCN,Yeast superoxide,procasp7 counter,MEP2-GFP yeast,procasp3 activ,RPL19A-GFP yeast,GASC-1 inh,AHR act
C[C@]12CCC3C(C[C@@H](O)[C@H]4C[C@@H](O)CC[C@]34C)C1CC[C@@H]2O (stereo not given in full),96,104,5,89,2,98,.,-1
COc1ccc(CCn2c(O)c(C=NCc3ccc4c(c3)OCO4)c(=O)[nH]c2=O)cc1OC,99,97,8,98,2,101,3,7
CCN(CC)CCCN=Cc1c(O)n(-c2ccccc2F)c(=O)[nH]c1=O,91,100,5,97,0,96,4,1
COCCNC(=O)CN1C(=O)C(C)N=C(c2ccccc2)c2cc(Cl)ccc21 (stereo not given),81[may fluoresce violet],96,1,196*[may fluoresce violet],0,59[may fluoresce violet],4,11
CC1=Nc2ccccc2/C1=C/c1c(O)[nH]c(=O)[nH]c1=O,84,80,-18,101,-7,101,5,14
Cc1nn(Cc2ccccc2Cl)c(C)c1C(=O)OCC(=O)NC1CCCC(C)C1C (stereo not given),90,96,6,103,7,102,5,0
Cc1ccc(N2C(=O)NC(=O)C3(Cc4ccccc4N4CCN(c5ccccc5)CC43)C2=O)cc1 (stereo not given),104,114,5,118,1,99,-28,12

# The listing (from the top)
SMILES,LAP4-GFP MLPCN,Yeast superoxide,procasp7 counter,MEP2-GFP yeast,procasp3 activ,RPL19A-GFP yeast,GASC-1 inh,AHR act
C[C@]12CCC3C(C[C@@H](O)[C@H]4C[C@@H](O)CC[C@]34C)C1CC[C@@H]2O (stereo not given in full),96,104,5,89,2,98,.,-1
COc1ccc(CCn2c(O)c(C=NCc3ccc4c(c3)OCO4)c(=O)[nH]c2=O)cc1OC,99,97,8,98,2,101,3,7
CCN(CC)CCCN=Cc1c(O)n(-c2ccccc2F)c(=O)[nH]c1=O,91,100,5,97,0,96,4,1
COCCNC(=O)CN1C(=O)C(C)N=C(c2ccccc2)c2cc(Cl)ccc21 (stereo not given),81[may fluoresce violet],96,1,196*[may fluoresce violet],0,59[may fluoresce violet],4,11
CC1=Nc2ccccc2/C1=C/c1c(O)[nH]c(=O)[nH]c1=O,84,80,-18,101,-7,101,5,14
Cc1nn(Cc2ccccc2Cl)c(C)c1C(=O)OCC(=O)NC1CCCC(C)C1C (stereo not given),90,96,6,103,7,102,5,0
Cc1ccc(N2C(=O)NC(=O)C3(Cc4ccccc4N4CCN(c5ccccc5)CC43)C2=O)cc1 (stereo not given),104,114,5,118,1,99,-28,12
CCCCn1c(C)c(C(=O)OCC)c2c(CN3CCOCC3)c(O)ccc21,101,102,6,100,2,98,-8,17
CCOP(=O)(/C=C(\Cl)c1ccccc1)C(O)c1ccc(F)cc1 (stereo not given),93,88,-6,105,-6,103,-2,3
Nc1ccc(N=Nc2ccccc2)cc1,190*,109,-18,94,-13,90,-18,-4
O=C(c1ccc(F)cc1)C(Cc1ccccc1)N1CCCCC1 (stereo not given),104,111,-1,102,0,93,-4,6
Cn1c(O)c(C(=Nc2ccc(F)cc2)c2ccccc2Cl)c(=O)n(C)c1=O,121,62*,2,130,-7,92,-3,2
O=C(CCCn1c(=O)[nH]c2cc(Cl)ccc2c1=O)N1CCC2(CC1)OCCO2,94,107,3,100,0,101,-2,1
CN(CC1COc2ccccc2O1)c1nc(-c2cccnc2)nc2ccccc12 (stereo not given),123,96,7,94,-4,92,1,2
O=c1c2ccccc2[nH]c(=S)n1-c1cccnc1,113,101,-10,112,1,104,7,9
CCC(=NCCO)c1c(O)n(-c2ccc(Cl)cc2)c(=O)[nH]c1=O,99,104,-7,100,7,99,-8,0
CC(C)c1ccc(-n2c(O)c(/C=N/NC(=O)c3ccncc3)c(=O)[nH]c2=O)cc1,98,102,-14,100,-12,102,6,18
O=C(COc1ccccc1)N1CCN(CC2CC3C=CC2C3)CC1 (stereo not given),95,100,10,99,4,98,0,-1
COC(=O)C1=C(c2ccc(Cl)c(C(F)(F)F)c2)C[C@@H]2CC[C@H]1N2C(=O)N1CCC(O)(c2ccc(Cl)cc2)CC1,111,99,8,92,0,94,.,-1
COC(=O)C1=C(c2ccc(OC(F)(F)F)cc2)C[C@@H]2CC[C@H]1N2C(=O)N1CCC(O)CC1,97,81,5,96,4,99,-1,-1
O=C(NCc1ccc(C(=O)N2CCC3(CC2)OCCO3)cc1)c1cccc(Br)c1,104,107,2,106,4,102,-1,0
Nc1ccccc1-[n+]1c(-c2ccccc2)cc(-c2ccccc2)cc1-c1ccccc1,99,94,0,94,6,96,-7,1
CCC(=Nc1ccc2c(c1)CCC2)c1c(O)n(C2CCCCC2)c(=O)[nH]c1=O,112,92,-8,107,1,106,6,1
C=CCn1c(O)c(C(C)=O)c(=O)[nH]c1=O (tested in a mixture with another compound),98,85,-12,97,-8,95,6,-1
COC(=O)C1=C(c2ccc(-c3ccccc3)c(F)c2)C[C@@H]2CC[C@H]1N2C(=O)NCCCOC(C)C,104,87,-1,97,9,107,-2,-1

# More structures follow.
SMILES,LAP4-GFP MLPCN,Yeast superoxide,procasp7 counter,MEP2-GFP yeast,procasp3 activ,RPL19A-GFP yeast,GASC-1 inh,AHR act
CC(N)Cc1c[nH]c2ccc(OCc3cccs3)cc12 (stereo not given),104,92,-12,94,5,101,1,80*
COc1ccccc1CCNC1CCCCCC1,98,96,10,113,-4,104,-1,2
CC(=O)N1CC(=O)Nc2ccc(F)cc2C1c1ccccc1 (stereo not given),120,97,0,130,2,116,-7,3
CC1(C)C(C(=O)N2CCN(C(=O)c3ccccc3)CC2)C1(C)C,95,105,7,101,3,101,-6,4
Cc1ccc(-c2cc(-c3ccccc3)cc(-c3ccccc3)[n+]2-c2ccccc2C(=O)O)cc1,104,111,-2,88,3,91,-1,2
O=[N+]([O-])c1cccc(NP(=O)(Oc2ccccc2)Oc2ccccc2)c1,92,108,5,104,-5,104,3,3
C=C1C2C[C@@]3([C@@H]1O)[C@@H](C[C@@H]2O)[C@@]12C4[C@@H]3C[C@@H]1[C@@](C)(CC[C@@H]2O)CN4CC,101,98,-1,101,8,104,.,-1
O=C1CC(=O)N(c2cccc(C(F)(F)F)c2)C(=O)N1,93,88,-18,104,-7,102,-3,7
OCC12COC3c4ccccc4C(OC1)N32 (stereo not given),97,100,17,100,7,95,-18,-2
CCC/C=C(\CCC)C(NP(=O)(c1ccccc1)c1ccccc1)c1ccccc1 (stereo not given),122,107,4,87,0,92,.,1
CCN1CCC2(CC1)NC(CO)(CO)CO2,97,105,7,105,1,102,13,-1
COc1ccccc1N=Nc1c(O)[nH]c(=S)[nH]c1=O,99,103,-20,101,-3,97,12,17
O=P(C(c1ccc2c(c1)OCO2)N1CCOCC1)(N1CCOCC1)N1CCOCC1 (stereo not given),105,104,0,106,-2,96,8,1
O=c1[nH]c(Cl)ccc1CN1CCOCC1,91,90,-12,108,0,100,5,4
CCc1cc(=O)oc2cc(OCC(=O)N3C[C@H]4C[C@@H](C3)c3cccc(=O)n3C4)c(Cl)cc12,98,99,-6,104,-1,94,.,-1
COC(=O)C1=C(c2ccc(F)cc2F)C[C@@H]2CC[C@H]1N2C,98,106,15,97,7,94,5,1
CCOC(=O)C1=C(C)OC(N)=C(C(=O)OC)C12C(=O)Nc1ccc(Br)cc12 (stereo not given),109,106,1,114,14,105,-16,57*
COc1ccc(N2CCN(CCCN)CC2)cc1,96,80,-10,98,-7,103,-4,3
COc1cc2c(cc1OC)C1[C@H]3C(=CC[C@H]1OC2O)CCN3C (stereo not given in full),128,119,9,98,7,99,-8,-1
COC(=O)C1=C(c2cc3ccccc3o2)C[C@@H]2CC[C@H]1N2C(=O)NC1CCCCC1,94,95,4,96,1,98,-1,2
CN1C(=O)C(=Cc2ccccc2OS(=O)(=O)c2ccccc2)C(=O)N(C)C1=O,95,90,-3,90,-9,96,-1,-1
c1ccc(C2(N3CCCCC3)CCCCC2)cc1,102,98,9,94,10,95,.,0
O=C(CN1C(=O)CN=C(c2ccccc2)c2ccccc21)NCc1ccco1,94,101,5,101,-4,102,-11,0
Cc1cccc(NP(=O)(Oc2ccccc2F)Oc2ccccc2F)c1,106,86,8,110,5,106,8,1
O=C(CCC(=O)N1CCC2(CC1)OCCO2)Nc1nnc(C(F)(F)F)s1,90,104,5,98,2,100,4,2

# (listing goes on)
SMILES,LAP4-GFP MLPCN,Yeast superoxide,procasp7 counter,MEP2-GFP yeast,procasp3 activ,RPL19A-GFP yeast,GASC-1 inh,AHR act
CN1CCC(c2c[nH]c3ccccc23)C1 (stereo not given),92,67,-5,103,1,100,-13,34
COc1cc(/C=N/n2cnnc2)ccc1OC(=O)N(C)C,98,100,-6,102,-1,96,4,0
O=C(c1ccccc1)c1cn(CC(=O)N2CCCC2)c2ccccc12,111,100,15,101,4,100,-6,1
COC(=O)C1=C(c2ccc(F)cc2F)C[C@@H]2CC[C@H]1N2C(=O)NCC1CC1,110,96,-4,94,-3,96,0,-1
ClC1=C(Cl)C2(Cl)C3C(Cl)C=CC3C1(Cl)C2(Cl)Cl (stereo not given),113,95,5,91,4,98,14,-2
O=c1[nH]c(=O)n(Cc2ccc(F)cc2)c(O)c1C=NCC1CCCO1 (stereo not given),87,111,10,93,0,99,8,3
Brc1ccc2[nH]cc(/C=N/N3CCCCC3)c2c1,90,95,-7,104,-4,97,-6,83*
COc1ccc(S(=O)(=O)NC(CC(=O)N2CCC3(CC2)OCCO3)c2ccco2)cc1 (stereo not given),96,119,8,100,1,97,-3,1
CCCCC/C(=N\O)c1c[nH]c2ccccc12,136,93,-2,101,2,97,-27,18
Cc1cc(/C=C2\C(=O)NC(=O)N(c3ccc(Cl)cc3)C2=O)c(C)n1-c1sc2c(c1C#N)CCCC2,92,123,-28,100,-11,99,-6,5
CC(=NCCN1CCCCC1)c1c(O)n(-c2ccc(Cl)cc2)c(=O)[nH]c1=O,107,112,6,102,1,101,11,-5
Fc1ccc(Cn2nnnc2C(c2ccc(F)cc2)N2CC=C(c3ccc(F)cc3)CC2)cc1 (stereo not given),95,89,-5,99,2,100,1,-3
Cc1ccc(-c2nn(CCC#N)cc2C(=O)O)cc1C,94,98,-3,94,8,89,-12,1
Clc1ccc2c(c1)C(OC1CN3CCC1CC3)c1ccccc1CS2 (stereo not given),105,118,0,112,-1,102,-6,-2
CCOC(=O)c1[nH]ncc1CN1CCCC(C(=O)c2cccc(Cl)c2)C1 (stereo not given),103,98,2,94,11,95,9,4
CC(=O)N1N=C2C3CCN(CC3)C2C1c1ccccc1 (stereo not given),103,92,-6,98,-6,101,-1,0
N#CC(C#N)=C(N)c1cccnc1,100,110,5,96,0,94,-28,0
COc1ccc2c(c1O)[C@]13CCN(C)[C@H](C2)[C@@H]1CCC(=O)C3,96,101,16,117,3,107,4,-1
Cc1ncc2n1-c1ccc(Cl)cc1C(c1ccccc1F)=NC2,106,109,6,114,4,86,.,-2
O=C1NC(=O)N(c2ccccc2F)C(=O)/C1=C/c1cn(CC(=O)N2CCOCC2)c2ccccc12,97,105,-17,107,-18,118,5,19
c1ccc(CN2CCN(Cc3ccc4ccccc4c3)CC2)cc1,89,97,6,103,-4,103,4,6

# A portion of the library; count on the stated rates, not on these rows.
